High-throughput results deposited in PubChem by Broad Institute.
SR-BI DiI inh = mouse SR-BI HDL lipid transfer inhibition | ldlA[mSR-BI] CHO cells, DiI-HDL uptake fluorescence, 3 h | AID 488896 | actives 0.96% (n = 320,000) | inhibition, % at 12.5 µM;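 active means mean replicate inhibition of at least 70% and a set share of replicates each scoring 70 or more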;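 further: 0% = median of neutral control wells and 100% = median of positive control wells; values of inactives mirror those of a sister screen read the other way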
CAL PDZ FP-1 = CAL PDZ (human) peptide binding inhibition; Q9HD26; purified CAL PDZ, TMR-peptide fluorescence polarization, 1 h; inhibition, % at 24.9 µM; actives 0.92% (n = 300,000); AID 602252;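 active means mean inhibition of at least 30% with at least half of replicates also reaching 30%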;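 further: 0% = DMSO neutral control and 100% = excess unlabeled competitor peptide PRC23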
SR-BI uptake up = activators of SR-BI mediated HDL lipid uptake | actives 0.096% (n = 320,000) | activation, % at 12.5 µM | CHO ldlA[mSR-BI] cells, DiI-HDL uptake fluorescence, 3 h; 100 = double the neutral-control signal;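 active means mean replicate activation of at least 60% and every replicate at or above 60%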;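 further: 0% = median plate neutral-control signal and 100% = twice that signal; values of inactives mirror those of a sister screen read the other way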
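Test system: SR-BI-overexpressing, LDLR-lacking CHO cells; Medium: Ham's F12 with 0.5% BSA, HEPES 25 mM, pH 7.4; Schedule: 3 h, 37 °C; Technique: bottom-read fluorescence, 550/595 nm.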
PfHsp90 yeast 2 = growth inhibition of yeast expressing Plasmodium Hsp90. actives 0.32% (n = 310,000). AID 504621. inhibition, % at 9.4 µM. S. cerevisiae expressing PfHsp90, BacTiter-Glo ATP, 48 h; yeast lacking PDR1 and PDR3 efflux regulators;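 active means every replicate shows inhibition above about 80%, whatever the replicate mean, limit read from the data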;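 further: 0% = DMSO neutral controls and 100% = 20 µM radicicol positive controls; yeast relying on Plasmodium falciparum Hsp90 in place of its own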
Rtt109 HAT inh = inhibitors of Candida albicans Rtt109/Vps75 histone acetyltransferase; Q5AAJ8; purified Rtt109/Vps75, ThioGlo CoA-SH fluorescence, 4 h; inhibition, % at 34.9 µM; actives 0.16% (n = 330,000); AID 540336;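 active means inhibition of at least 50% in every replicate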
Target sequence (Q5AAJ8 whole entry, looked up): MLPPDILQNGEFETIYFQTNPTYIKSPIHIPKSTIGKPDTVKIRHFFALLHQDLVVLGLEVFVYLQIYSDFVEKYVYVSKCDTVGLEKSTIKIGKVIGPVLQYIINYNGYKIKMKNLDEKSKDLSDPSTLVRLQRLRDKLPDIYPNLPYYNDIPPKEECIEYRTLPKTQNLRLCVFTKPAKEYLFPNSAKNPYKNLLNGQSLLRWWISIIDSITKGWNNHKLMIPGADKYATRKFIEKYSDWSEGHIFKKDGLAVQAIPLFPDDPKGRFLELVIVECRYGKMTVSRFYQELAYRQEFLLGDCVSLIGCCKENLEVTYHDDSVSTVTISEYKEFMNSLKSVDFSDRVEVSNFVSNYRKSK
dFosB act = mouse delta FosB homodimer activation; activation, % at 25 µM; P13346; purified delta FosB, TAMRA-CDK5 oligo fluorescence polarization; percent of positive-control signal above neutral wells; actives 0.99% (n = 340,000);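 active means mean activation above about 17%, with every replicate also reaching it, limit read from the data, passing the limit was not always enough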;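 further: fluorescence polarization rise as delta FosB binds a TAMRA Cdk5 AP-1 oligo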
Target sequence (P13346 whole entry, looked up): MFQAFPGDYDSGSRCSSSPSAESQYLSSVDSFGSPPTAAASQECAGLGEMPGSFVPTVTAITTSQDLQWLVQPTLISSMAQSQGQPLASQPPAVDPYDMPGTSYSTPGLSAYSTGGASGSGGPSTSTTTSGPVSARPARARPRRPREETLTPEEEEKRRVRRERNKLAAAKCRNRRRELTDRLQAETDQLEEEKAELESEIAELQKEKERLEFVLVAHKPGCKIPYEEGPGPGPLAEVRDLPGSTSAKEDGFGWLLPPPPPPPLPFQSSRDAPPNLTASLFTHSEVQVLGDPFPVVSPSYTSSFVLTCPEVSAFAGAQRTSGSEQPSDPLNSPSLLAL
MITF act = activators of MITF-driven TRPM1 promoter activity in SK-MEL-5 cells. SK-MEL-5 TRPM1-promoter luciferase, 24 h; % of positive control, neutral wells = 0. activation, % at 12.5 µM. actives 0.75% (n = 300,000);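 active means mean activation of at least 80% with every replicate also reaching 80%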;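 further: 0% = neutral control wells and 100% = parthenolide positive control wells; values of inactives mirror those of a sister screen read the other way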
NSD2 HMT inh = inhibitors of human histone methyltransferase NSD2; O96028; NSD2 peptide methylation, AlphaScreen, 120 min; inhibition, % at 12.5 µM; actives 0.54% (n = 310,000); AID 743445; in the data active means inhibition above about 50%
CAL PDZ FP-2 = human CAL PDZ-peptide interaction inhibition | Q9HD26 | purified CAL PDZ, TMR-peptide fluorescence polarization, 1 h | inhibition, % at 20 µM | actives 0.02% (n = 330,000) | AID 504414;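 active means highest replicate inhibition of at least 40%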;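 further: plate controls were DMSO neutral control wells for no effect and unlabeled competitor peptide control wells for full effect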
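Read-out basis: mP drop reported as inhibition | Assay system: Tagged CAL PDZ protein CerCALP, purified | Benchmarks: Unlabelled peptide for full inhibition, DMSO wells as neutral | Schedule: 1 h incubation at room temperature before polarization reading | Buffer or medium: Sodium phosphate/NaCl buffer pH 7.4 with TCEP, IgG, Thesit | Doses: Single point, 20 µM | Measured by: Fluorescence polarization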
PvdQ inh = P. aeruginosa PvdQ acylase inhibition; purified PvdQ acylase, fluorescence plate reader; inhibition, % at 10 µM; actives 0.063% (n = 340,000); AID 488965; in the data active means inhibition above about 30%, passing the limit was not always enough;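 further: 0% = vehicle neutral wells and 100% = reference inhibitor wells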
The depositor's hits bear a star; x = no result given.

Compound	NSD2 HMT inh	SR-BI uptake up	Rtt109 HAT inh	PfHsp90 yeast 2	dFosB act	MITF act	PvdQ inh	CAL PDZ FP-2	SR-BI DiI inh	CAL PDZ FP-1
COc1ccc(S(=O)(=O)N(C)C[C@H]2Oc3ccc(NC(=O)NC(C)C)cc3C(=O)N([C@H](C)CO)C[C@@H]2C)cc1	x	-8	-1	-7	4	12	0	0.8	8	-1
N#Cc1ccc(OCC(O)CS(=O)(=O)c2ccccc2)cc1 (configuration not stated)	-1	-14	-9	-4	0	-4	-6	-0.6	14	x
COc1ccc(-c2nc3n(c2Br)CCC3)cc1	10	-5	5	-11	-5	43	-14	0.3	5	1
O/N=C1/CCc2cccc3cccc1c23	0	0	-1	-25	-2	-9	0	-2.2	0	-2
COc1ccc(NC(=O)CSCC(=O)Nc2cc(Cl)ccc2N2CCOCC2)cc1	4	-64	-6	6	-3	12	-10	0.3	64	-3
COC(=O)c1ccc(N2Cc3ccccc3/C2=N\C(=O)Nc2ccccc2)cc1	-1	-58	-9	7	11	9	-11	-0.1	58	-2
O=c1c(-c2nn[nH]n2)coc2ccc(Cl)cc12	x	30	11	x	-3	-1	1	-0.2	-30	0
O=C1/C(=C/c2ccccc2)SC(=S)N1CCCC(=O)N1CCCCC1CCO (configuration not stated)	5	-6	10	-6	-11	18	5	-2.0	6	1
O=C(Cc1ccccc1)NCc1n[nH]c(=S)n1-c1ccccc1	-3	6	-4	17	5	-8	-2	x	-6	-1
CN(c1ccccc1)S(=O)(=O)c1cccc(NC(=O)c2cc(=O)c3ccccc3o2)c1	3	-52	9	-18	1	-17	-9	-6.1	52	-7
O=C(O)c1ccccc1	x	-8	-1	23	-6	x	-5	0.2	8	0
Cc1cc(C)cc(OCc2ccc(C(=O)NN)o2)c1	4	-18	-1	6	-7	-5	-11	-0.6	18	2
Cc1ccc(N2CC(C(=O)NC3CCC(C)CC3)CC2=O)cc1 (configuration not stated)	1	5	-7	-5	-3	4	-15	-3.8	-5	-8
Cc1ccnc2nc(C(=O)OCC(=O)NC(=O)NCc3ccco3)nn12	4	0	5	25	-2	3	-14	-3.9	0	2
Cc1nc2scc(C)n2c(=O)c1S(=O)(=O)Nc1ccc(N2CCN(S(C)(=O)=O)CC2)cc1	5	18	-3	-4	-4	-6	-8	-1.3	-18	-4
CC(=O)c1cccc(S(=O)(=O)NCCC(=O)O)c1	0	10	-7	20	-1	-2	-5	-0.7	-10	x
CCOC(=O)C1=C(O)/C(=C/c2cn(CC(=O)N3CCCC3)c3ccccc23)SC1=Nc1ccccc1	x	-70	8	x	-12	x	-2	-2.0	70*	0
O=C(Nc1ccnc(-c2ccncc2)n1)c1ccc(F)cc1	2	-21	-5	21	3	1	14	-1.6	21	-3
CSc1ncc(CN2CCC(C(=O)Nc3cccc(-c4cscn4)c3)CC2)cn1	0	-16	4	x	-10	-27	-6	-4.4	16	-4
Cc1ccc2nc(Cl)c(CN(C(=O)c3cnccn3)C3CCCCC3)cc2c1	2	18	5	15	-9	-5	-10	-1.5	-18	0
Cc1cccc(NC(=O)[C@@H]2CCCN2C(=O)OC(C)(C)C)c1	1	3	11	25	7	7	0	-2.3	-3	-2
Cc1ccc(Oc2ccc(OCC(=O)NC3CCS(=O)(=O)C3)cc2)cc1 (configuration not stated)	1	x	-9	-14	-1	-14	-2	-0.5	x	x
O=C(NN=Cc1ccccc1O)C1CC1	-3	6	1	-10	-2	3	-9	-1.2	-6	-2
O=C(NC1CCN(S(=O)(=O)c2cccc([N+](=O)[O-])c2)CC1)C1CCCCC1	3	x	-6	-13	-5	3	-8	-2.0	x	-5
O=c1c(O)c(-c2ccccc2)oc2cc(O)cc(O)c12	x	-12	9	17	-2	50	3	-0.8	12	2
Fc1ccc(NC(=S)NCCN2CCOCC2)c(F)c1F	-3	20	-7	-7	-2	5	-13	-1.7	-20	-3
O=C(O)CSc1cccc2cccc(C(=O)O)c12	x	17	-3	21	-16	-1	-18	-0.1	-17	x
CN(C)C(CNS(=O)(=O)c1ccc(F)cc1)c1cccnc1 (configuration not stated)	x	6	1	20	1	8	11	0.5	-6	-1
Cc1cc(N)n2nc(C)c(-c3ccc(Cl)cc3)c2n1	-3	-23	0	-7	-8	-3	9	0.4	23	-4
CCN(C[C@H]1N[C@@](CC)(C(=O)OC)[C@H]2C(=O)N(C)C(=O)[C@@H]12)C(=O)COC	x	22	5	6	1	-7	-2	-0.1	-22	-3

No new results follow: entries from further up.
Compound	NSD2 HMT inh	SR-BI uptake up	Rtt109 HAT inh	PfHsp90 yeast 2	dFosB act	MITF act	PvdQ inh	CAL PDZ FP-2	SR-BI DiI inh	CAL PDZ FP-1
Cc1cc(N)n2nc(C)c(-c3ccc(Cl)cc3)c2n1	-3	-23	0	-7	-8	-3	9	0.4	23	-4
CCN(C[C@H]1N[C@@](CC)(C(=O)OC)[C@H]2C(=O)N(C)C(=O)[C@@H]12)C(=O)COC	x	22	5	6	1	-7	-2	-0.1	-22	-3

Full records from above. Screens in order: NSD2 HMT inh	SR-BI uptake up	Rtt109 HAT inh	PfHsp90 yeast 2	dFosB act	MITF act	PvdQ inh	CAL PDZ FP-2	SR-BI DiI inh	CAL PDZ FP-1
CN(c1ccccc1)S(=O)(=O)c1cccc(NC(=O)c2cc(=O)c3ccccc3o2)c1 across the screens: 3	-52	9	-18	1	-17	-9	-6.1	52	-7
COc1ccc(NC(=O)CSCC(=O)Nc2cc(Cl)ccc2N2CCOCC2)cc1 across the screens: 4	-64	-6	6	-3	12	-10	0.3	64	-3
COc1ccc(-c2nc3n(c2Br)CCC3)cc1 across the screens: 10	-5	5	-11	-5	43	-14	0.3	5	1

Additional structures follow.
Compound	NSD2 HMT inh	SR-BI uptake up	Rtt109 HAT inh	PfHsp90 yeast 2	dFosB act	MITF act	PvdQ inh	CAL PDZ FP-2	SR-BI DiI inh	CAL PDZ FP-1
CCOC(=O)[C@H]1[C@H]2COc3ccccc3[C@@H]2N2C(=O)CN(Cc3ccc(C)cc3)C(=O)[C@@]12C	x	5	-5	-14	-2	-5	5	-0.4	-5	-5
O=C(NC1CCCCC1)C(c1ccccc1)N1CCCC1 (configuration not stated)	1	2	-8	10	-10	-5	-1	-0.9	-2	0
Cc1cc(C)cc(NC(=O)CN2CCC(NC(=O)c3ccccc3F)CC2)c1	-2	-6	0	-1	3	x	-3	-3.7	6	-1
Cc1ccccc1Nc1nc2nonc2nc1N1CCOCC1	-1	27	9	19	-3	-8	-11	-0.5	-27	-5
CC1(C)C(=O)OC(c2cccc([N+](=O)[O-])c2)C2(CCCCC2)C1=O (configuration not stated)	-2	-39	-7	2	-11	-11	-12	-0.6	39	4
COc1ccc(C(=O)N2CC(=O)N(CCc3ccccc3)C(=O)C2)cc1OC	0	15	-6	-13	-8	-19	-15	-0.4	-15	x
O=C(N/N=C\C=C\c1ccc([N+](=O)[O-])o1)c1cccs1	3	-20	-3	3	-4	-81	-9	0.4	20	3
CC1CC(=O)c2cnc(N3CCOCC3)nc2C1 (configuration not stated)	-2	17	7	3	0	13	7	-1.5	-17	x
CCC(C)NC(=O)C1CCN(CCCc2ccccc2)CC1 (configuration not stated)	-1	20	3	12	-3	x	-14	1.3	-20	-1
Cc1nc(C)c(C(=O)OCC(=O)NCc2ccccc2)s1	1	6	4	11	1	-6	-11	-1.6	-6	0
COc1ccc(-c2noc(CCC(=O)NCc3cc(Br)ccc3OC)n2)cc1	-1	-15	1	-5	3	-2	-12	-0.4	15	x
CCN(CC)CCCNC(=O)C1CCC(CNS(=O)(=O)c2ccc(Cl)cc2)CC1 (configuration not stated)	22	21	-2	7	7	x	-8	-1.5	-21	-3
CC(=O)Nc1c2c(nn1-c1ccc(Cl)cc1)CSC2	8	24	2	-14	12	-2	5	-1.9	-24	-6
COC(=O)c1nc(-c2ccccc2)n[nH]1	9	23	-5	9	0	x	3	-1.2	-23	-4
COc1cccc(C2NC(=O)NC(O)(C(F)(F)F)C2C(=O)c2cccnc2)c1OC (configuration not stated)	8	1	-9	x	-5	11	-3	-1.8	-1	0
COc1ccc(OC(C)C(=O)NCc2cccnc2)cc1 (configuration not stated)	-1	28	-14	0	0	-10	-14	x	-28	46*
Cn1nc([N+](=O)[O-])nc1Oc1ccccc1F	-2	0	9	3	-5	-5	8	-2.0	0	15
O=C(O)c1cc(O)ccc1N=Nc1ccccc1	2	26	2	-14	0	-6	-2	-1.6	-26	-2
CCCCn1nc(NC(=O)COC)c2cc3ccc(C)cc3nc21	-9	-26	-6	10	-4	1	2	1.4	26	-2
COc1cc(C2NC(=O)NC(C)=C2C(=O)OCc2ccccc2)ccc1O (configuration not stated)	1	-2	-4	-5	-3	7	3	x	2	-4
Cc1cccc(C)c1NC(=O)Cn1c(=O)n(CCCC(=O)NC2CCN(Cc3ccccc3)CC2)c(=O)c2ccccc21	-6	-2	-6	3	-11	9	1	-0.4	2	-4
COc1ccc(NC(=O)C2CCCN(C)C2)cc1OCC(C)C (configuration not stated)	8	-28	-6	x	-2	x	-15	-0.9	28	0
COc1ccc(CSCC(=O)N/N=C/c2ccc(OCC(=O)NCc3ccco3)cc2)cc1	2	-8	5	-17	-7	5	-10	-1.1	8	-3
O=c1ccc(S(=O)(=O)N2CCCC2)cn1Cc1ccc(F)cc1	-4	34	3	-15	-2	-5	5	-1.5	-34	x
Clc1ncc(CN2CCN(Cc3ccccc3)CC2)s1	0	5	-1	-1	0	13	-14	-0.5	-5	0
CCOC(=O)c1ccc(Nc2nc(C)nc3c2nnn3Cc2ccccc2)cc1	1	-48	4	-30	5	x	-12	-0.9	48	-3
Cc1ccc(CNS(=O)(=O)c2ccc3oc(C(=O)O)c(C)c3c2)cc1	6	18	-26	7	0	-20	-16	-1.8	-18	-1
COc1cccc(C(=O)N[C@@H](CCSC)c2nc3ccccc3[nH]2)c1	0	5	7	9	-2	x	-6	-1.1	-5	x
O=C(Nn1nnnc1Nc1ccccc1)C12CC3CC(CC(C3)C1)C2	-2	26	-1	5	-8	-3	-6	-0.9	-26	-4
CC(=O)Nc1c(C(=O)Nc2ccc3c(c2)OCO3)oc2ccccc12	0	-27	-10	-9	1	79	2	-3.6	27	-3
Cc1cc(C)cc(NC(=O)C2CCN(S(=O)(=O)c3c(C)n[nH]c3C)CC2)c1	0	7	9	-7	-9	-10	-2	-0.5	-7	-24
COc1ccc(Br)cc1CSC(=N)N	0	-3	-13	19	-1	-3	-13	-1.7	3	-4
Cc1noc(C)c1S(=O)(=O)N1CCC(C(=O)N2CCC(C)CC2)CC1	-1	8	-15	3	-6	1	16	-0.8	-8	-1
